uPA generation – blocks generation of uPA at the cell surface; cell surface uPA generation assay, qHTS; Potency, µM (highest dose often 38.3 µM), inactives show at the highest dose activity change, negative = inhibition, hits mostly inhibitors; hit rate 0.31% among 330,000; active means well fitted inhibition curve with a large enough effect; inconclusive means small, poorly fitted or top-dose-only effect; inactive means no such curve, though single readings can be large or run the other way; tested in mouse RAW 264.7 cells; further: potency means the concentration at half of the fitted maximal effect; on the % scale 0 is the no-effect control and ±100 the full control effect; nearly all actives have a fitted effect of over 55% in size
BRCA1 expr up – increases BRCA1 expression. AID 624202. MCF7-BRCA1-FFLuc reporter, luminescence, 48 h; response scale: scaled: vehicle 0%, 10 µM genistein 100%. hit rate 1.1% among 380,000. Potency, µM (titrated, usually from 46.1 µM), for the others: top-dose activation, hits mostly activators; further: potency means the concentration at half of the fitted maximal effect; nearly all actives have a fitted effect of over 80% in size; some results filed as inactive show a strong effect at the top dose
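Cells: MCF7-BRCA1-FFLuc, 2000/well. Exposure: 48 h, 37 °C, 5% CO2. Read: luminescence, 15 min post-substrate. Controls: genistein 10 microM (maximal activation), DMSO (neutral).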
ASM inhibitor – human S-ASM enzyme inhibition. hit rate 0.006% among 340,000. placental ASM, HMU-PC fluorogenic substrate, 60 min. P17405. Potency, µM (titrated, usually from 57.5 µM), inactives show at the top dose activity change, negative = inhibition, actives largely listed as inhibitors; further: potency means the concentration at half of the fitted maximal effect
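HMU-PC0 cleavage (9 uM final) by human placental ASM, 60 min at 37 °C following 10 min compound exposure at RT; stopped at pH 10, fluorescence Ex 386/Em 447 nm.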
USP2a block – USP2a (human) protease inhibition. O75604. USP2 core, Ub-CHOP2 coupled fluorogenic reporter, 485/531. Potency, µM (top dose mostly 38.3 µM), for inactives: at the top dose activity change, negative = inhibition, hits mostly inhibitors. hit rate 0.01% among 330,000. AID 463254;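 further: potency means the concentration at half of the fitted maximal effect; plate controls were DMSO wells for no effect and full inhibition by NEM control for full effect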
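Deubiquitinase activity read as fluorescence (485/531 nm) after Ub-CHOP2 cleavage activates the enterokinase reporter on its substrate; USP2 core 10nM, Ub-CHOP2 and substrate 25nM each, 30min compound preincubation then 60min RT; data normalized to NEM, curves fitted.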
p53 reactivator – mutant p53 re-activation in reporter cells; Potency, µM (series often up to 92.2 µM), without a hit: at the highest dose activity change, positive = activation, actives largely listed as activators; H1299 p53-A138V BP100-luciferase reporter, luminescence, 24 h; AID 504706; hit rate 0.063% among 320,000; further: potency means the concentration at half of the fitted maximal effect; % of control where 0% means no effect; nearly all actives have a fitted effect of over 45% in size
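H1299 (p53-null), stable ts p53-A138V + BP100-Luc; 1000 cells/well, Opti-MEM/10% FBS; cpd 4 pt, 1:5; 24 h, 37 deg C, 5% CO2; detection reagent 10 min RT; luminescence.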
a7 integrin act – activates integrin-mediated alleviation for muscular dystrophy | alpha7betagal myoblasts, beta-gal FDG fluorescence, 48 h | Potency, µM (series often up to 38.3 µM), for the others: at the top dose activation, hits mostly activators | hit rate 0.064% among 350,000 | AID 624291;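 further: potency means the concentration at half of the fitted maximal effect; 100% = response of the positive control SU9516; nearly all actives have a fitted effect of over 60% in size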
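Alpha7betagal+/- myoblasts (passage 13) were plated 16-24 hr, then exposed to compounds (1:260 dilution of DMSO stock) for 48 hours at 37C. After MPER lysis, β-galactosidase reporter activity was read as FDG fluorescence (ex 480/em 540) after 30 minutes.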
B2AR arrestin – agonists driving beta-arrestin recruitment to human beta2-adrenergic receptor; Potency, µM (titrated, usually from 46.1 µM), inactives show at the highest dose activation, actives largely listed as activators; beta-arrestin recruitment to beta2AR, cell-based reporter; hit rate 0.02% among 330,000; P07550;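 further: potency means the concentration at half of the fitted maximal effect; 0% = DMSO controls and full agonism = EC100 isoproterenol or metaproterenol; nearly all actives have a fitted effect of over 65% in size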
Target sequence (P07550 whole entry, looked up): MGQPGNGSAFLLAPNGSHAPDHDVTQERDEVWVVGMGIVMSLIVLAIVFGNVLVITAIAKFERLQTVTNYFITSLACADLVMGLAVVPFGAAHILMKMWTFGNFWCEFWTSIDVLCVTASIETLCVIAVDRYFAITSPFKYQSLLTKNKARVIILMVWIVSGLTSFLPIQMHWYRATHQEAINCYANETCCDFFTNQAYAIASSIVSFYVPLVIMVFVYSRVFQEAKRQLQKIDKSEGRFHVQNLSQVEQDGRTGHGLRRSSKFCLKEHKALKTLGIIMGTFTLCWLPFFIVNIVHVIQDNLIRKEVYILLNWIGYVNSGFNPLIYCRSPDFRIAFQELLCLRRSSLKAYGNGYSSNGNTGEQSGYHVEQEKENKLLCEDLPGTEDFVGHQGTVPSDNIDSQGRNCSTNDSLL
PTAP TSG101 blk – blocks PTAP/TSG101 interaction to inhibit HIV-1 budding; AID 493005; 340,000 tested, under 10 active; Fluorescence polarization, FITC-PTAP peptide / Tsg101 binding; Potency, µM (highest dose often 115 µM), for inactives: at the highest dose activity change, negative = inhibition, most hits filed as inhibitors; active means well fitted inhibition curve with a large enough effect in the main read-out, with a control signal flat, not every such curve was filed as active; inconclusive means small, poorly fitted or top-dose-only effect, or effect the other way, or a change in a side signal; inactive means no such curve, though single readings can be large or run the other way; further: potency means the concentration at half of the fitted maximal effect; % of control where 0% means no effect
Target sequence (Q99816 whole entry, looked up): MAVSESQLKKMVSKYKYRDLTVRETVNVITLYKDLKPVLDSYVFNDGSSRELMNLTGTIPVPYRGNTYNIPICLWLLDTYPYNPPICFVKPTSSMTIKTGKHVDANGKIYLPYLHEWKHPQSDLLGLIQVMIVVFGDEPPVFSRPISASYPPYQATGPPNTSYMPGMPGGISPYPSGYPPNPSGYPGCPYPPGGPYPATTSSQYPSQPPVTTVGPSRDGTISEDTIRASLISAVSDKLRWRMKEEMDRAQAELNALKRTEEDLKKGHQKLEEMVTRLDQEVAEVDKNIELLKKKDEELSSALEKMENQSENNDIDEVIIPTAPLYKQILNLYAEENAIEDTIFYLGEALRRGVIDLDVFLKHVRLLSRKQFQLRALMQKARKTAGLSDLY
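Steps: Tsg101 binding domain dispensed (10 uM final), compounds pinned in DMSO, FITC-labeled PTAP-motif peptide added (50 nM final); after 20 min binding at room temperature, polarization measured.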
Eya2 phos inh – Eya2 (human) phosphatase inhibition | recombinant Eya2, OMFP fluorescence dephosphorylation (OMFP is methylfluorescein phosphate) | Potency, µM (doses to about 76.9 µM), inactives show at the highest dose activity, negative = inhibition, hits mostly inhibitors | hit rate 0.006% among 330,000; further: potency means the concentration at half of the fitted maximal effect; on the % scale 0 is the no-effect control and ±100 the full control effect
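Eya2 protein (added as 0.2 uM solution) was preincubated with compound for 10 min at ambient temperature in 50 mM HEPES pH 7.5, 50 mM NaCl, 5 uM MgCl2, 0.05% BSA, 1 mM DTT. OMFP (added at 50 uM) then reacted 10 min; fluorescence read at 485/525 nm.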
ELG1 genotoxic – genotoxicity induction in ELG1-luciferase HEK293T cells; HEK293T ELG1-luciferase reporter, luminescence, 16 h; hit rate 1.3% among 330,000; Potency, µM (series often up to 46 µM), without a hit: at the top dose activity change, positive = activation, most hits filed as activators; further: potency means the concentration at half of the fitted maximal effect; % of control where 0% means no effect; nearly all actives have a fitted effect of over 60% in size
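Quantitative HTS format in 1536-well plates. HEK293T ELG1-luciferase reporter cells receive test compound and are incubated 16 hr at 37 °C, 5% CO2; ONE-Glo added, 30 min room temperature, then luminescence read.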
TRPV1 ag – activates the human vanilloid receptor TRPV1 | Q8NER1 | TRPV1-expressing cells, Fluo-8 calcium influx, agonist mode | activation, % at 8.33 µM | hit rate 0.19% among 320,000; in the data active means activation above about 80%; inconclusive means between about 30% and that limit; further: 0% is about no effect
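Fluo-8 calcium influx in TRPV1-expressing cells, kinetic read (ex 480/em 520 nm). Compound added and read 3 min for agonist activity, followed by capsaicin at EC20 final and 2 min further read for enhancement.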
Numbers without * were called inactive; ? = inconclusive; . = not tested or not shown; [ ] = another dose, or the depositor's remark. Unless noted, the call rests on the fitted dose curve; in most records, active means well fitted curve in the direction sought with a large enough effect; inconclusive means small, poorly fitted or top-dose-only effect, or another doubt; inactive means no such curve, though single readings can be large; an effect the other way counts as inactive or inconclusive.

SMILES | uPA generation | BRCA1 expr up | ASM inhibitor | USP2a block | p53 reactivator | a7 integrin act | B2AR arrestin | PTAP TSG101 blk | Eya2 phos inh | ELG1 genotoxic | TRPV1 ag
N#C/C(=C\c1ccc(/C=C(/C#N)c2nn(CCO)c(N)c2C#N)cc1)c1nn(CCO)c(N)c1C#N | -0.2% | -9.5% | 4.5% | 2.8% | -5.1% | 5.4% | -0.9% | -3.2% | 4.6% | 2.9% | -2.3
Cc1nc2ccccn2c1C(=O)N/N=C/c1ccc([N+](=O)[O-])cc1 | 0.5% | 17.6% | 1.5% | 3.1% | -1.6% | 11.5% | -0.7% | -4.9% | -2.2% | 1.3% | -0.4
CC(NC(=O)Cc1cccs1)C(c1cccs1)N1CCN(c2ccccc2F)CC1 (stereo unspecified) | . | -44.9% | -0.1% | 4.6% | 14.5% | 6.3% | 0.0% | -0.4% | 6.3% | -7.0% | 17.4
COc1ccc2c(ccc[n+]2CC(=O)c2ccc(C)cc2)c1 | -5.1% | -20.4% | 57.6%[activator] | 0.1% | -3.4% | -37.5% | -0.6% | -1.3% | -1.9% | -5.6% | 3.4
O=C(Cn1nc(-c2ccccc2)ccc1=O)NCCN1CCN(c2cccc(Cl)c2)CC1 | . | -24.8% | -0.3% | 3.3% | -2.0% | -6.8% | -0.6% | -8.8% | 10.7% | -10.5% | -0.3
COc1ccc(-c2cc(C(F)(F)F)nc(SCC(=O)Nc3cc(C)on3)n2)cc1 | 6.2% | -40.0% | 1.4% | 5.5% | 7.9% | 21.1% | -0.3% | 2.0% | -21.0% | 7.4% | -0.5
CN(C)c1nc2n(c(=O)n1)CCO2 | -8.7% | -0.9% | -0.1% | 0.4% | 4.2% | 7.1% | -0.1% | -0.3% | 11.3% | 1.0% | 1.0
Cc1ccccc1CS(=O)(=O)c1cn(CC(=O)N2CCOCC2)c2ccccc12 | -1.4% | -0.6% | 3.2% | 0.2% | 6.6% | -0.4% | -0.4% | -1.4% | -23.4% | -1.4% | 0.3
CCn1cc(CN2CCc3c([nH]c4ccccc34)C2c2ccc(F)c(OC)c2)c(C)n1 (stereo unspecified) | -0.1% | -53.6% | 35.9% | 0.6% | -1.9% | 17.4% | 3.7% | -8.5% | -5.6% | -7.6% | 8.1
COC(=O)CCCC1=CC2=C(c3ccccc3)C(=O)C(C)(OC(=O)C3CCCC3)C(=O)C2=CN1c1ccc(OC)cc1 (stereo unspecified) | 10.1% | -7.2% | 13.0% | -14.4% | -0.4% | 32.5% | 0.1% | -2.0% | 4.2% | 0.3% | 0.3
COc1ccc(NC(=S)N2CCCC2c2ccc(OC)c(OC)c2)cc1 (stereo unspecified) | -11.8% | 0.9% | 1.4% | 2.0% | 0.5% | -38.5% | -0.1% | -0.9% | -15.9% | 2.5% | 6.5
Cc1cc(N2CCN(S(=O)(=O)c3ccc(C)c(C)c3)CC2)c2ccccc2n1 | . | -6.4% | -2.4% | 3.7% | -2.5% | -14.7%[7.66 µM] | 1.0% | -2.4% | 3.8% | -5.0% | 4.4
COC(=O)c1ccc(Nc2cc(C)nc3ccccc23)cc1 | -9.8% | -30.6% | 5.1% | -1.9% | 3.0% | -37.3% | 3.9% | -0.5% | -1.6% | 5.8% | .
O=c1[nH]nc(Br)c(=O)n1C(c1ccccc1)c1ccccc1 | 6.5% | -20.3% | 52.4%[activator] | . | . | -38.6% | . | -10.8% | . | . | .
CCCCc1cc(=O)oc2cc(C)cc(OC(C)C(=O)NC(Cc3c[nH]c4ccc(O)cc34)C(=O)O)c12 (stereo unspecified) | 5.3% | 1.0% | -2.0% | -2.3% | 12.9% | 16.2% | 0.5% | -10.6% | 11.9% | 0.5% | -3.1
COC(=O)CN1C(=O)C(O)(CC(=O)c2cccc(Br)c2)c2ccccc21 (stereo unspecified) | -1.2% | 0.0% | -1.8% | -4.0% | 1.0% | -20.3% | 0.2% | -2.6% | 2.1% | -4.0% | -0.8
Cc1ccc(SCC(=O)N(C)CC(=O)Nc2cccc(F)c2)cc1 | 19.3% | 3.2% | 0.4% | -0.8% | 1.1% | 10.9% | -0.1% | 2.2% | -9.8% | 1.5% | 9.0
O=C(NNC(=O)c1nn(-c2ccc(F)cc2)ccc1=O)Nc1cccc(Cl)c1 | -7.4% | 1.5% | -0.8% | -0.3% | 0.1% | 10.6% | -0.9% | -2.5% | -7.1% | 0.4% | 1.4
Cc1cc(C)cc(NC(=O)NC2CCCCCCC2)c1 | 3.1% | 32.7% | -3.6% | -1.5% | ? | 4.3% | -0.2% | 0.6% | -1.9% | 6.8% | 26.1
Cc1sc2nc(CSCC(=O)Nc3ccccc3C#N)[nH]c(=O)c2c1C | 5.4% | -56.6% | 2.8% | 3.1% | -5.3% | -0.7% | 0.3% | 3.0% | -1.4% | -4.2% | -4.3
COc1ccc2cc(CN(CC3COCCO3)S(=O)(=O)c3ccccc3)c(=O)[nH]c2c1 (stereo unspecified) | -2.1% | -2.4% | -1.3% | 3.1% | -0.5% | -9.0% | -1.0% | 0.1% | 6.8% | -0.1% | 0.7
O=C(C1=C[C@@H](c2ccc3c(c2)OCO3)C[C@@H](OCc2ccc(CO)cc2)O1)N1CCOCC1 | 15.9% | -5.9% | 5.9% | 2.7% | -4.8% | 1.2% | -1.1% | -0.8% | 6.2% | 2.4% | ?
C=CCn1c(=O)c(C(=O)Nc2ccc(C)cc2)c(O)c2ccccc21 | 0.2% | -26.3% | 3.9% | 0.4% | 10.5% | -0.6% | 0.7% | -0.1% | 3.2% | 10.5% | 0.3
CC(C)CCNC(=O)NC(=O)COC(=O)C1=COCCO1 | -3.8% | -10.3% | 1.5% | 4.5% | 0.5% | 1.0% | -0.5% | -2.0% | -3.3% | -1.2% | -3.2
CCN(CC(=O)Nc1c(F)cccc1F)C(=O)/C=C/c1ccc2ccccc2n1 | 1.9% | -26.0% | -2.6% | -1.3% | 0.5% | 2.0% | -0.2% | -1.9% | -21.2% | 5.4% | 1.0
O=C(NNC(=O)C1CC2CCC1C2)c1sc2ccccc2c1Cl (stereo unspecified) | 4.5% | ? | 3.1% | 0.6% | ? | 1.2% | 0.4% | -1.4% | -14.7% | 18.8% | ?
CCC(CO)NCc1ccc2c(c1)n(C)c(=O)n2C (stereo unspecified) | 1.3% | -0.2% | 5.3% | 2.0% | -0.1% | 5.3% | 0.3% | 0.7% | -7.3% | 2.8% | -2.2
CC(=O)Nc1ccc(S(=O)(=O)N[C@@H](C)C(=O)N(C)Cc2cccs2)cc1 | -47.3% | 1.6% | 3.0% | 0.1% | -7.4% | 4.1% | -0.5% | 0.1% | 3.9% | 0.2% | 0.1
COc1ccc(CCNC(=O)CSc2nc(-c3ccc(OC)c(OC)c3)ccc2C#N)cc1 | 0.9% | -25.4% | . | 2.7% | -16.5% | -26.8% | 0.0% | -2.9% | 6.8% | 3.0% | -0.4
Cc1oc(-c2cccs2)nc1CS(=O)CC(=O)NCCCOC(C)C (stereo unspecified) | -1.8% | 3.0% | 0.6% | -0.5% | -5.7% | -23.9% | 0.0% | -2.8% | -19.6% | 1.1% | 1.6
Cc1cc(NC(=O)CN2CCOCC2)n(-c2nc3ccccc3s2)n1 | 0.0% | -40.3% | -2.0% | . | . | -9.5% | . | -0.9% | . | . | 6.2
O=c1c2ccccc2c(C=Nc2cccc(S(=O)(=O)NC3=NCCCCC3)c2)c(O)n1Cc1ccccc1 | 2.9% | -22.6% | -3.3% | -1.9% | 1.6% | ? | 0.1% | -6.6% | -2.8% | -2.6% | -1.9
Cc1oc(-c2ccccc2)cc1C(=O)Nc1ccccc1 | 3.5% | -21.4% | -3.8% | 0.7% | -1.5% | 13.7% | -0.1% | -3.1% | 8.5% | -0.6% | ?
COc1ccc(NC(=O)c2sccc2-n2cccc2)cc1 | -2.6% | -19.5% | -0.2% | -1.8% | -1.4% | 0.0% | -0.1% | 0.2% | -2.0% | -0.6% | 9.7
COC(=O)C(C(=O)OC)C(C(=O)OC)C(C(=O)OC)C(=O)OC | 4.7% | 1.3% | 4.5% | 0.4% | 5.5% | 15.7% | 0.0% | -4.9% | 8.0% | -3.1% | -8.7
CCc1cccc(NC(=O)Cn2c3[n+](c4ccc(C(F)(F)F)cc42)CCCCC3)c1 | -2.0% | -16.3% | -3.4% | 1.9% | -3.2% | -4.6% | -1.4% | -4.0% | -1.6% | 1.0% | -4.7

Compounds were not picked by outcome (roughly 2.6% active in at least one column).
